High-throughput results deposited in PubChem by several laboratories.
Mdm2 ligase inh: Mdm2 E3 ligase (human) inhibition; signal enhancement, % at 5 µM; cell-based MDM2 ubiquitination luciferase reporter, 2 h; 0 = plate control, 100 = twice control, blank-subtracted; 210,000 compounds, 0.11% hits;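 active means signal enhancement of 30% or more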;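 further: luminescence tracks abundance of the self-degrading MDM2-luciferase fusion protein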
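system = mammalian cells stably expressing self-ubiquitinating, self-degrading MDM2 E3–luciferase fusion | quantity = 2000 cells per well seeded | incubation = 4 h cell settling then 2 h compound exposure, 37 °C | signal = SteadyLite luminescence, 15 min reagent step | benchmarks = plate control and blank wells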
PERK inhibitor: human PERK inhibition, primary cell-based screen | CHO PERK-DD fusion, SEAP luminescence translation reporter | inhibition, % at 5.6 µM | 220,000 compounds, 0.17% hits | AID 1416;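 active means inhibition above the mean inhibition of all tested compounds plus 3 SD, set separately per screening campaign, cut at about 2.9% in these data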;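 further: PERK kinase domain activated by AP20187 dimerizer at 100 nM; 0% = DMSO with dimerizer and 100% = rapamycin at 8.4 µM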
KCC2 mod: modulators of human KCC2 chloride dependent transport. AID 1456. B-score of Tl+ flux slope (higher = more flux/activation; lower = inhibition) at 10 µM. Q9H2X9. KCC2 cells, thallium flux FluoZin-2 fluorescence. 190,000 compounds, 2.2% hits;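 active means thallium flux slope and its plate-corrected score both differing from the plate sample mean at a set confidence after two filtering rounds, in either direction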;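 further: slope of fluorescence scaled to starting intensity during 10 to 20 s after thallium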
eIF4E 4G PPI: eIF4E/eIF4G interaction inhibition in translation initiation. P63073+Q04637. TR-FRET eIF4E-eIF4GI(517-606) binding, 2 h. inhibition, % at 21.7 µM. 220,000 compounds, 0.37% hits. AID 782;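 active means inhibition above about 30%, limit read from the data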;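 further: 0% = full FRET control wells and 100% = background wells lacking eIF4GI fragment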
Target sequence (P63073 whole entry, looked up, the tested form may be a part): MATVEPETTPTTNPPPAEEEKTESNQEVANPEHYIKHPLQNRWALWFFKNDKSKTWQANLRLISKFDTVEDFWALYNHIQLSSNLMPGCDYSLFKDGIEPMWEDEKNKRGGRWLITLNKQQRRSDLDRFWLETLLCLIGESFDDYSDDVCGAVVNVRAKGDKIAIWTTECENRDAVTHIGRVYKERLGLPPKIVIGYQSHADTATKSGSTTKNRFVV
Target sequence (Q04637 whole entry, looked up, the tested form may be a part): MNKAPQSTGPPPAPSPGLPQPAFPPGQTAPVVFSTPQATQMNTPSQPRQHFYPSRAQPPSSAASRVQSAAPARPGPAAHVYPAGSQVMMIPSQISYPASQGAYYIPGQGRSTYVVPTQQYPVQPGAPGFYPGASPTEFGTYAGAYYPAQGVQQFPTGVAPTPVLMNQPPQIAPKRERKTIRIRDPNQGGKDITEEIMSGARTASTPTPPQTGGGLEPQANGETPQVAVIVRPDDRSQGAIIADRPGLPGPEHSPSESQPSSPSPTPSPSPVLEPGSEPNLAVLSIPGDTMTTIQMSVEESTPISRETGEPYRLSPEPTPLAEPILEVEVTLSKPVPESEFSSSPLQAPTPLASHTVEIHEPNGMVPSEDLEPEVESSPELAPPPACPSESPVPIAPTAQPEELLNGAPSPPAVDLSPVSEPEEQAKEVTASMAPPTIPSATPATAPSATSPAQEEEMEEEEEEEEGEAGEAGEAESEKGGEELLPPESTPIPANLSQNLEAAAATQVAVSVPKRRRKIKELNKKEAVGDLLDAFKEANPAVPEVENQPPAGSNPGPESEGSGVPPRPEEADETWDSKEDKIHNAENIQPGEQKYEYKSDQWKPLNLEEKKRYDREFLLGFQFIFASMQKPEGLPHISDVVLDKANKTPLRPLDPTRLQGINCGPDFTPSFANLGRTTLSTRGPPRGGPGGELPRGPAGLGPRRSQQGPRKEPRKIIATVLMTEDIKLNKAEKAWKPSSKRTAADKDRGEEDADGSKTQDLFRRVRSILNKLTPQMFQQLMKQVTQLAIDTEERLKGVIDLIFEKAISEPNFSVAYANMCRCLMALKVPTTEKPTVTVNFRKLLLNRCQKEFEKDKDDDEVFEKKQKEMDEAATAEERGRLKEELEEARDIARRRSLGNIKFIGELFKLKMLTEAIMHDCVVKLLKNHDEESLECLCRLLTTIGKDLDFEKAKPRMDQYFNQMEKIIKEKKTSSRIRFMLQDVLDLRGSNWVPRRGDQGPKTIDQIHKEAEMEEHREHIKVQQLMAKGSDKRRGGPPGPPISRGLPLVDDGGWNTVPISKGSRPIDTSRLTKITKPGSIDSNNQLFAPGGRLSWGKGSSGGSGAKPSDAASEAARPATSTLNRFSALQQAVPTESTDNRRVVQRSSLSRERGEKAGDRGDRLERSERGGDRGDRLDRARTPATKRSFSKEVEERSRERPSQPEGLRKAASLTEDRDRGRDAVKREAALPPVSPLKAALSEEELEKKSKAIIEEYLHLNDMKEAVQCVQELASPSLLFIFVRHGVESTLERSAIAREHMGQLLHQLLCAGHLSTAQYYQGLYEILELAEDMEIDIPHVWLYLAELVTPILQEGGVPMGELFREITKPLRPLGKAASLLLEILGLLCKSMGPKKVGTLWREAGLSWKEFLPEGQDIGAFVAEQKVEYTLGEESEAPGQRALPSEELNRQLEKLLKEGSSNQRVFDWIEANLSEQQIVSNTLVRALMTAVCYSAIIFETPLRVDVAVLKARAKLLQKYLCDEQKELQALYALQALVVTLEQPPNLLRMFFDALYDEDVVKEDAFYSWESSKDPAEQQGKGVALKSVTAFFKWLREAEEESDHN
EBV gp42 inh: blocks Epstein-Barr virus glycoprotein 42 binding | Q1HVG2 | Fluorescence polarization binding assay, mP read-out | inhibition, % (tested at 21.74 µM) | 220,000 compounds, 0.42% hits; in the data active means inhibition above about 50%
TNF death inh: inhibitors of TNF-alpha induced necroptosis in Jurkat FADD-/- cells; Jurkat FADD-/- TNF necroptosis rescue, ATP luminescence, 24 h; 0 = TNF only, 100 = no-TNF cells; activation (protection from cell death), % at 10 µM; 220,000 compounds, 0.068% hits; AID 463075;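 active means activation, meaning protection from cell death, of at least 50% relative to plate controls; inactive means activation below 50%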;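 further: necroptosis triggered by 40 ng/mL TNF-alpha added together with compound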
Calpain2 inh: calpain II (pig) inhibition. purified calpain II, fluorogenic peptide substrate, 30 min. inhibition, % at 16 µM. 220,000 compounds, 0.37% hits;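 active means inhibition above about 50%, limit read from the data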
Rad51 HR inh: Rad51 (human) homologous recombination inhibition. Q06609. 200,000 compounds, 0.085% hits. inhibition, % at 10 µM. hRad51 DNA strand exchange, fluorescence dequenching;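 active means inhibition above 40% at the single screening dose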;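 further: 0% = DMSO control wells and 100% = blanks with heterologous ssDNA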
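material = hRad51 filaments on single-stranded DNA | reagent = Donor/quencher-labelled 47-bp dsDNA substrate | compound = 10 µM final, single point | schedule = strand-exchange reaction 15 min at room temperature | measured by = fluorescein emission 520 nm, excitation 485 nm | read-out basis = % inhibition versus plate control and blank means | benchmarks = plate controls and plate blanks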
zVAD death inh: L929 zVAD cell death inhibition; L929 zVAD necroptosis rescue, ATP luminescence, 24 h; with zVAD 60 µM; viability rescue, % at 10 µM; 220,000 compounds, 0.38% hits;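 active means activation, scaled between plate controls, above about 75%, limit read from the data; inactive means activation under that limit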;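 further: 0% = zVAD with DMSO and 100% = DMSO alone without zVAD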
* = called active by the depositor; . = no result given; [ ] = another dose, or the depositor's remark.

SMILES	Mdm2 ligase inh	PERK inhibitor	KCC2 mod	eIF4E 4G PPI	EBV gp42 inh	TNF death inh	Calpain2 inh	Rad51 HR inh	zVAD death inh
c1ccc2c(c1)OCC(c1nn3c(Cn4nnc5ccccc54)nnc3s1)O2 (centres undefined)	-18	-0.3	-0.82	5	-12	-1.8	24	2	-0.2
CCCSc1nnc(NC(=O)Nc2ccc(F)cc2)s1	-3	0.3	-0.79	-12[fluorescence artefact?]	-12	-9.0	-15	5	9.3
CC(C)NC(=O)NC(=O)CSc1nnc(COc2ccccc2Cl)o1	5	-0.1	.	-4	1	-2.8	-16	3	1.4
COC(=O)c1ccccc1NCCO	.	1.2	0.067	1	-10	-0.7	-320	.	0.0
COc1cccc(-n2nnc3c(=O)n(Cc4ccc(Br)cc4)cnc32)c1	2	2.2	.	4	-8	-0.1	-35	12	1.5
COc1ccc(S(=O)(=O)Nc2c(C)c(C)cc3c2ncn3C)cc1	10	0.3	-0.32	2	-20	0.0	15	-6	1.6
O=C(Nc1ccccc1C(=O)O)c1ccc(Cl)c(S(=O)(=O)N2CCOCC2)c1	-7	0.2	.	-14[fluorescence artefact?]	-6	-2.8	-33	2	1.4
CCOc1cc(C)c(S(=O)(=O)N2CCCCC2)cc1C	-6	0.0	-0.67	1	9	-0.4	17	5	1.8
COc1ccccc1N1CCN(C(=O)c2ccc3nc[nH]c3c2)CC1	-12	1.0	0.65	-1	4	0.2	-5	-4	0.6
CC(C)C(O)(C#CCN1CCCCCC1)c1ccccc1 (centres undefined)	-8	0.6	0.87	-1	-18	3.3	-8	6	-1.5
CSCC[C@H](NC(=O)Nc1ccc(C)cc1)C(=O)O	-3	-0.9	0.27	-4[fluorescence artefact?]	3	0.4	5	-4	0.1
O=C(COC(=O)c1ccc(O)cc1)Nc1nccs1	-12	1.1	0.69	1	-1	2.3	-20	24	2.2
CCOc1ccc(C(=O)Nc2nccs2)cc1[N+](=O)[O-]	2	-0.3	-0.74	2	-6	2.8	1	.	81*
COc1cc(C2N(c3ccc(Cl)cc3)C(=O)C3CCCN32)cc(OC)c1OC (centres undefined)	-7	-0.2	.	2	-3	-1.3	-28	2	-0.5
O=[N+]([O-])c1ccc2nc(-c3ccccc3)[nH]c2c1	9	1.0	-0.061	6[fluorescence artefact?]	0	-1.9	11	16	2.0
Nc1nc(CSc2nc3ccccc3s2)nc(Nc2ccccc2)n1	30	-0.7	-1.4	2	10	-4.3	-8	9	-0.1
CCC(C)(C(=O)NC1CCCC1)N(C(=O)CNC(C)=O)c1ccccc1 (centres undefined)	-1	-0.6	0.5	-9[fluorescence artefact?]	-19	0.5	-11	-7	3.4
CC(C)N(Cc1cnn(C)c1)Cc1nc(COc2ccccc2)no1	8	1.2	-0.41	-2	9	0.8	-36	22	-0.8
CCN(C(=O)COc1ccccc1)c1nnc(-c2cccnc2)s1	-10	-1.0	0.13	6	-9	0.9	-33	-1	-0.5
CC(=O)N1CCN(CC(=O)Nc2c(Cl)ccc(C)c2Cl)CC1	18	1.6	0.64	2	-8	0.2	-29	14	3.1

Reprinted from the part before: three compounds, then new ones.
SMILES	Mdm2 ligase inh	PERK inhibitor	KCC2 mod	eIF4E 4G PPI	EBV gp42 inh	TNF death inh	Calpain2 inh	Rad51 HR inh	zVAD death inh
CC(C)N(Cc1cnn(C)c1)Cc1nc(COc2ccccc2)no1	8	1.2	-0.41	-2	9	0.8	-36	22	-0.8
CCN(C(=O)COc1ccccc1)c1nnc(-c2cccnc2)s1	-10	-1.0	0.13	6	-9	0.9	-33	-1	-0.5
CC(=O)N1CCN(CC(=O)Nc2c(Cl)ccc(C)c2Cl)CC1	18	1.6	0.64	2	-8	0.2	-29	14	3.1
COCCNC(=O)Cn1nc(-c2ccccc2OC)ccc1=O	-45	1.5	0.15	10	-8	1.2	-17	-8	0.0
Nc1nonc1-n1nnc(C(=O)N/N=C/c2cccnc2)c1CSC1=NCCS1	-1	-0.1	-0.025	-3	-6	4.2	-5	.	1.7
COc1ccc(-c2cc(=O)oc3cc(OCc4nn[nH]n4)ccc23)cc1	-8	1.8	.	-1	-13	0.8	-43	0	1.3
Clc1ccccc1CSc1cc2c(nn1)-c1ccccc1CC2	-7	-0.8	-0.37	-10	8	1.5	35	.	0.1
O=C(C1CCN(S(=O)(=O)N2CCC3(CC2)OCCO3)CC1)N1CCCCC1	-2	0.5	0.81	-4	-9	0.0	0	.	.
CC(C)(C)n1nnnc1CN1CCN(C2CCCC2)CC1	-4	0.6	0.39	-2	-23	0.4	-6	-7	0.0
O=C(NCCc1nnc2ccc(NCc3cccnc3)nn12)c1ccccc1F	-1	-0.2	-0.21	-4	1	0.1	11	4	0.7
Cc1ccc(S(=O)(=O)Nc2cccc3cccnc23)cc1	-16	-0.7	13*	-13	-13	-13	-44	-2	0.2
CC(C)(C)c1ccc(C(=O)N2CCNCC2)cc1	-8	0.3	-0.26	3	-10	1.7	-7	-2	0.6
COCCNC(=O)C12CC3CC(C1)CC(c1ccccc1)(C3)C2	-11	-0.2	-0.64	1	0	-1.4	16	-3	-0.8
CCC(=O)N(Cc1cc(=O)[nH]c2ccccc12)c1ccccc1	-12	1.1	-0.06	3	-9	3.7	6	10	-0.9
O=C(Cn1cnc2c(oc3ccccc32)c1=O)N1CCCc2ccccc21	-1	-2.8	-0.26	-3[fluorescence artefact?]	-17	0.1	1	5	-0.5
COc1ccc(/C=C(\C#N)C(=O)Nc2cccc3ncccc23)cc1OC	.	-0.1	0.28	-3	1	-2.8	7	-3	0.0
O=C(Oc1ccccc1)N1CCN(c2ccc(F)cc2)CC1	6	-0.7	-2.8	3	-10	-2.5	-19	-4	-0.1
CCN(CC(=O)Nc1ccc2c(c1)OCCO2)c1nc(-c2cccnc2)nc2ccccc12	-14	-0.7	-1.4	-15[fluorescence artefact?]	-13	-6.9	-189	-2	0.3
CCN(CC)C(=O)c1sc(NC(=O)c2c(OC)cccc2OC)c(C#N)c1C	-7	0.6	0.01	2	-10	1.0	-5	-21	5.6
Cc1onc(-c2ccccc2Cl)c1C(=O)Nc1nnc(C(C)C)s1	-15	0.1	1.7	0	-8	0.0	-6	-8	-0.3
CCCCCCOc1ccc(NC(=O)CC2C(=O)N(CC)C(=S)N2Cc2ccco2)cc1 (centres undefined)	-7	-0.8	0.87	0[fluorescence artefact?]	12	5.8	33	-10	0.8
O=C(NCc1cccnc1)c1nnc(Cc2ccc(F)cc2)o1	-13	.	1	4	-17	4.2	-12	.	0.9
CCn1cc(C(=O)OCC(=O)Nc2ccc(S(=O)(=O)N3CCCC3)cc2)c(=O)c2ccc(C)nc21	-25	0.2	-0.36	-49[fluorescence artefact?]	-30	-9.3	-24	-3	0.3
COc1cc(/C=N/NC(=O)c2ccc(N(C)S(=O)(=O)c3ccccc3)cc2)cc(OC)c1OC	4	-0.1	-0.82	-2	-12	-0.9	-7	13	1.2
Cc1cccc(NC(=O)C2CCCN(c3nc(C)cc(C)n3)C2)c1 (centres undefined)	-6	0.6	0.58	0	-10	1.1	24	7	5.7
Nc1ncc(-c2ccccc2)c(-c2ccc(OCc3ccccc3)cc2O)n1	-17	0.0	-1.1	-3	-1	-0.7	14	11	0.7
CCOCCSc1nnc2nc(C)cc(C)n12	-49	0.3	0.079	-1	-7	-2.1	2	14	-1.3
O=C(CCS(=O)(=O)c1ccccc1)Nc1nc2c(s1)CCCC2	-10	0.6	.	-5	1	-4.5	4	0	25
COc1ccc(S(=O)(=O)NCCSC(C)(C)C)cc1	-25	1.5	-2	-4	-3	2.9	-40	0	-0.2
COc1ccccc1N(C)S(=O)(=O)c1ccc(C(=O)OC(C)C(=O)NCc2ccc3c(c2)OCO3)cc1 (centres undefined)	-8	-0.5	1.1	-4	-7	3.1	40	-7	0.1
CCOC(=O)C1CCCN(C(=O)Cc2ccc(Cl)cc2)C1 (centres undefined)	6	-1.2	.	0[fluorescence artefact?]	-3	0.8	-8	.	0.2
N#C/C(=C\c1cccc([N+](=O)[O-])c1)c1nnc2n1CCCCC2	7	-0.4	0.71	13	-2	0.3	-2	3	0.8
NC(=O)c1sc2nc(-c3ccco3)ccc2c1N	-15	0.8	0.22	1[fluorescence artefact?]	-83	-12	-271	25	71
CCCCC1(C)OC(=O)C(=Cc2c[nH]c3ccccc23)C(=O)O1 (centres undefined)	0	1.3	-0.024	4	-83	1.5	29	-12	1.2
CCn1ncc(CN2CCN(Cc3cccc(OC)c3)C(CCO)C2)c1C (centres undefined)	0	1.8	1.3	-1	-4	-0.3	31	-20	-0.1
CCOC(=O)N1CCN(CCC(=O)c2ccc(Cl)cc2)CC1	-21	0.2	0.91	-1[fluorescence artefact?]	-18	0.8	-1	.	.
C#CCOCCOCCOCCNc1nc(N2CCN(C(=O)C([C@@H](C)CC)n3cc(C(N)Cc4ccc(O)cc4)nn3)CC2)nc(N2CCN(C(=O)[C@H](CCC(=O)O)n3cc(C(N)[C@H](C)CC)nn3)CC2)n1 (some centres undefined)	.	0.0	0.41	0	-2	0.7	-6	-5	0.2
O=C(CSc1nc2ncc(Cl)cc2[nH]1)c1ccc2c(c1)OCO2	-2	-0.4	1.3	-3	-1	1.6	-20	-6	0.1
CC(C)Cn1c(NCCO)nc2ccccc21	-14	0.1	-0.61	-4	-9	1.8	10	8	0.3
CCc1ccc(NC(=O)Cn2nc(C(F)(F)F)c3c2CCC3)cc1	-9	0.1	-1.2	-2	-29	0.7	3	-10	0.1
CNC(=O)c1ccc(Nc2nnc(C)c3ccccc23)cc1	-10	0.0	-0.91	-3[fluorescence artefact?]	-1	-0.5	1	1	0.9
CC1(C)CC(=O)C([N+](=O)[O-])=C(NCCCC(=O)O)C1	.	1.2	0.043	-1	-19	3.7	11	.	1.0
O=C(NCc1ccccc1)c1cc(-c2ccco2)on1	-3	0.6	1.1	-3[fluorescence artefact?]	-17	6.3	3	0	0.5
CC(C)Cc1nc2oc3c(NCCCN4CCOCC4)ncnc3c2c2c1CCC2	0	-0.4	-0.035	2	-7	-4.4	-92	1	0.3
CCCCSc1nnc(CNC(=O)C23CC4CC(CC(C4)C2)C3)n1Cc1ccccc1	-10	0.2	-0.67	2[fluorescence artefact?]	14	-3.5	-1	-2	2.4
O=C(CSc1nnc(SCc2ccccc2)s1)N/N=C/C=C\c1ccco1	-2	1.1	-2.5	13	53*	1.0	-23	-8	0.1
CC(C)Nc1nnc(SC(C)C(=O)NCc2ccc3c(c2)OCO3)s1 (centres undefined)	-8	0.3	-0.055	1	-15	0.7	23	-12	0.6
CCCNC(=O)C12CCC(C)(C(=O)C1Br)C2(C)C (centres undefined)	-12	0.2	0.7	-5	-12	0.4	2	2	-0.4
Cc1ccccc1OCC(=O)Nc1sc(C(=O)Nc2cccc(C)c2C)c(C)c1C#N	-1	1.4	.	-29[fluorescence artefact?]	-15	-1.1	16	2	0.0
Cc1cccc(OCC(=O)O/N=C(\N)c2ccc(Cl)cc2)c1	-3	1.3	0.056	3	-4	-1.5	-18	-4	1.6
